# Rtt109 Vps75 – blocks Candida albicans Rtt109/Vps75 acetyltransferase activity | Q5AAJ8 | purified Rtt109/Vps75, ThioGlo CoA-SH fluorescence, 4 h | inhibition, % at 34.9 µM | actives 0.16% (n = 330,000);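 active = inhibition of at least 50% in every replicate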
# CAL PDZ FP-1 – blocks peptide binding to the human CAL PDZ domain; purified CAL PDZ, TMR-peptide fluorescence polarization, 1 h; actives 0.92% (n = 300,000); inhibition, % at 24.9 µM; Q9HD26; AID 602252;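 active = mean inhibition of at least 30% with at least half of replicates also reaching 30%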;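 note: 0% = DMSO neutral control and 100% = excess unlabeled competitor peptide PRC23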
# Tat transport – blocks Tat-dependent protein export in E. coli; E. coli MC4100 TorA-mCherry Tat export, fluorescence; inhibition, % at 10 µM; actives 0.036% (n = 340,000); AID 488895;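 active = mean replicate inhibition at least 50% and at least half of replicates individually reaching 50%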;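 note: exported cargo escapes ClpAP degradation while cytoplasmic cargo is degraded and loses fluorescence; 0% = median of neutral control wells and 100% = median of NaSCN control wells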
# Wnt act – Wnt/beta-catenin pathway activation; Wnt/beta-catenin reporter cell assay, activator, plate reader; activation, % at 9.35 µM; actives 1.2% (n = 300,000); AID 743398; in the data active = activation above about 30%, passing the limit was not always enough;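 note: 0% = neutral control wells and 100% = positive control wells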
# MITF act – activators of MITF-driven TRPM1 promoter activity in SK-MEL-5 cells | actives 0.75% (n = 300,000) | AID 588334 | activation, % at 12.5 µM | SK-MEL-5 TRPM1-promoter luciferase, 24 h; % of positive control, neutral wells = 0;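 active = mean activation of at least 80% with every replicate also reaching 80%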;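 note: 0% = neutral control wells and 100% = parthenolide positive control wells; values of inactives mirror those of a sister screen read the other way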
# dFosB activator – enhances mouse delta FosB homodimer DNA binding; purified delta FosB, TAMRA-CDK5 oligo fluorescence polarization; percent of positive-control signal above neutral wells; activation, % at 25 µM; actives 0.99% (n = 340,000); AID 493131;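 active = mean activation above about 17%, with every replicate also reaching it, limit read from the data, passing the limit was not always enough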;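 note: fluorescence polarization rise as delta FosB binds a TAMRA Cdk5 AP-1 oligo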
# Target sequence (P13346 whole entry, looked up): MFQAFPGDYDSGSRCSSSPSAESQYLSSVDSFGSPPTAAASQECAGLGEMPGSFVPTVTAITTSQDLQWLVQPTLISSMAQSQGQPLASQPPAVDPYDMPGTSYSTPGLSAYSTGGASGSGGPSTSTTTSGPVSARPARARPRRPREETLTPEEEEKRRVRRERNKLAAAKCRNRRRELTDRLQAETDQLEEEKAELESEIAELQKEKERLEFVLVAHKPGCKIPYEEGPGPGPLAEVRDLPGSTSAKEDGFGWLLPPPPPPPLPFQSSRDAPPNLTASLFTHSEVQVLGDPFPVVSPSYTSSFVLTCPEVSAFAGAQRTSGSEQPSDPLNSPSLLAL
# V-ATPase pHluor – yeast V-ATPase proton transport regulation by pHLuorin; S. cerevisiae, pHLuorin cytosolic pH fluorescence; response, % at 10 µM; actives 0.37% (n = 350,000); AID 504577; in the data active = response mostly above about 7.3%, no sharp cut-off; inactive = mostly below about 5.4%; note: actives read high; inactives centre near 0; some compounds called inactive have numbers as strong as hits
# CAL PDZ FP-2 – inhibitors of human CAL PDZ peptide binding | Q9HD26 | purified CAL PDZ, TMR-peptide fluorescence polarization, 1 h | inhibition, % at 20 µM | actives 0.02% (n = 330,000) | AID 504414;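 active = highest replicate inhibition of at least 40%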;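 note: plate controls were DMSO neutral control wells for no effect and unlabeled competitor peptide control wells for full effect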
#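 Material – purified CerCALP PDZ construct · Detection – FP readout, S and P plane fluorescence · Measure – percent inhibition from loss of millipolarization · Controls – unlabelled peptide for full inhibition, DMSO wells as neutral · Probe or stimulus – TMR-labelled reporter peptide T*-PRC34 bound in PDZ groove · Times – 1 h at RT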
# CDK5 inh – blocks human CDK5/p35 kinase activity | AID 488839 | actives 0.01% (n = 330,000) | inhibition, % at 10 µM | Recombinant CDK5/p35, ADP-Glo luminescence, 60 min | Q00535+Q15078;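 active = highest replicate inhibition of at least 50% and at least 75% of replicates reaching 50%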;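 note: plate controls were DMSO neutral control for no effect and GW8510 at 10 µM for full effect; many of its hits are not listed in these tables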
# Target sequence (Q00535 whole entry, looked up): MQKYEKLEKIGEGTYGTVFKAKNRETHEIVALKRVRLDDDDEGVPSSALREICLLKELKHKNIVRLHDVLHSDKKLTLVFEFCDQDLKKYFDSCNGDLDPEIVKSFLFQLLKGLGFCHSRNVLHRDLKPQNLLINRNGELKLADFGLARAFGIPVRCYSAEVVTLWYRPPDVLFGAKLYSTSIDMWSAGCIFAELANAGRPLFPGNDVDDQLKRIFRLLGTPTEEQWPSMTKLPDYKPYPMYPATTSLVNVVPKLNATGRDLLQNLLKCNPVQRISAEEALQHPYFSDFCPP
# Target sequence (Q15078 whole entry, looked up): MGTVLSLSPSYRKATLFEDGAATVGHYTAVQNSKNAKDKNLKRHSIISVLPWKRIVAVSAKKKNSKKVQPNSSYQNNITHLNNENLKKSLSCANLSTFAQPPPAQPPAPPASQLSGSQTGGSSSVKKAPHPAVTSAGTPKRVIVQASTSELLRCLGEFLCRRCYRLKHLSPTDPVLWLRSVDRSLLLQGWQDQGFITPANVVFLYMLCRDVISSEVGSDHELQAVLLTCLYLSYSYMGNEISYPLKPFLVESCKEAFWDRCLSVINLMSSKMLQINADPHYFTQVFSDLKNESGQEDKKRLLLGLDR
# RTF Ca sens act – increases calcium sensitivity of human cardiac regulated thin filaments; activation, % at 7.2 µM; IANBD-labeled TnC RTF fluorescence at EC20 calcium; 0% EC20 calcium, 100% full calcium; AID 493008; actives 0.24% (n = 340,000);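 active = activation above the mean over all tested compounds plus 3 SD, cut at about 30% in these data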;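 note: rise in fluorescence read as greater calcium sensitivity of cardiac thin filaments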
# * = called active by the depositor; . = no result given; & = joins results of further samples.
SMILES,Rtt109 Vps75,CAL PDZ FP-1,Tat transport,Wnt act,MITF act,dFosB activator,V-ATPase pHluor,CAL PDZ FP-2,CDK5 inh,RTF Ca sens act
Cc1nc2nc(COc3ccccc3)[nH]n2c(=O)c1C,0,-3,-1,1,-4,-5,1,-0.4,-0.3,-4
COc1cccc(CN2CCN(C(=O)CC(C)C)CC2)c1,0,-3,-3,.,0,0,1,-0.9,2.5,2
CC1CCCC(C)N1C(=O)CSc1nnc(-c2c[nH]c3ccccc23)o1 (stereo unspecified),6,1,7,7,64,1,1,-0.9,0.2,-5
CC(C)(C)C(=O)NC(=S)NCc1ccccc1,12,1,-1,-2,10,2,-2,-0.7,-1.0,-3
O=C(Cc1ccc([N+](=O)[O-])cc1)N1N=C2CCCCC2C1(O)C(F)(F)F (stereo unspecified),-1,-2,-4,3,.,-11,-2,-2.1,1.2,.
Cc1oc(-c2cccs2)nc1CS(=O)CC(=O)NCc1ccc2c(c1)OCO2 (stereo unspecified),-19,-3,9,-1,-15,-1,0,-2.7,1.2,0
COc1ccc(-c2nc(CSCC(=O)N3CCN(C4CCCCC4)CC3)c(C)o2)cc1OC,-4,.,-1,-3,-3,-8,0,0.0,-0.9,1
Cc1cc(=O)c(C(=O)O)nn1-c1ccccc1[N+](=O)[O-],17,-6,-5,1,-3,-6,5,-0.5,0.9,6
Cc1cc(C)c(S(=O)(=O)n2cc(C(C)C(N)C(=O)O)c3ccccc32)c(C)c1 (stereo unspecified),-2,-3,0,-2,2,-12,2,-1.2,-0.8,-3
CCN(CC)C(=S)Nc1ccc([N+](=O)[O-])cc1,-4,-1,27,-3,-9,-4,2,0.1,-2.0,8
COc1cccc(-c2cc3onc(-c4ccccc4)c3c(=O)n2C)c1,3,-5,-34,38*,63,-3,-5,-0.9,-0.3,2
Cn1nc2c(c1C(=O)N1CCCC(C(=O)c3cc(F)ccc3F)C1)CCCC2 (stereo unspecified),.,0,3,-10,-14,-8,-4,-2.9,0.6,-2
CS(=O)(=O)c1ccc(-c2sc3ccccc3c2C(=O)NCCCN2CCOCC2)cc1,3,0,-3,-1,-1,-4,5,0.1,-0.2,-8
O=C(CN1C(=O)NC2(CCCCC2)C1=O)N1CCN(S(=O)(=O)c2ccccc2)CC1,-11,-5,-2,-2,-6,-5,-2,-2.2,1.5,-3
CCn1cc(C(=O)N(C)c2cc(C)ccc2OC)c2cc(OC)c(OC)cc2c1=O,-3,-3,7,-1,3,-1,1,-1.3,1.8,-2
COc1ccc(CNc2oc(-c3ccccc3)nc2C#N)cc1,-11,-3,7,6,5,0,-1,0.2,0.8,-1
COc1ccc(C(C(=O)NC2CCCC2)N(C(=O)c2ccco2)c2cc3c(cc2C(C)=O)OCO3)cc1 (stereo unspecified),14,-3,5,0,-1,-3,-3,-1.9,4.2,-5
COc1ccc(S(=O)(=O)N2CCC(C(=O)Nc3cccc(Cl)c3)CC2)cc1OC,.,0,5,-1,-13,2,2,-3.3,-0.9,7
Cc1cnc(C(=O)N2CCCC(N3CCN(c4cccc(C(F)(F)F)c4)CC3)C2)cn1 (stereo unspecified),2,19,0,1,-16,-8,2,-0.6,0.0,0
CCc1ccccc1S(=O)(=O)Cc1ccc(C(=O)NCc2cccs2)o1,-1,-3,-4,-4,-5,-4,2,-3.4,-3.5,-2
COc1cccc(CN2C(=O)N(C(C)C)C(N(O)C(=O)NC(C)C)C2(C)C)c1OC (stereo unspecified),-1,3,0,0&-3,6,0,0,-0.9,0.3,-1
COc1ccc(S(=O)(=O)N2CCN(C(=O)c3cccs3)CC2)cc1OC,-1,.,3,-2,5,1,0,-0.6,2.9,1
CCn1cc(C(=O)O)c(=O)c2cc(F)c(N3CCN(C(=S)NC(=O)c4cccc(F)c4)CC3)cc21,-2,-4,4,6,1,-6,2,-2.3,0.8,-2
CCN(c1ccccc1)S(=O)(=O)c1cccc(C(=O)Nc2ccc(C)cn2)c1,9,0,-1,0,-3,-11,-1,-3.4,-0.4,1
Cc1ccccc1S(=O)(=O)NC1OC(=O)C(Cl)=C1Cl (stereo unspecified),0,-5,25,-5,-13,-1,1,-2.0,-3.6,3
# Next part:
SMILES,Rtt109 Vps75,CAL PDZ FP-1,Tat transport,Wnt act,MITF act,dFosB activator,V-ATPase pHluor,CAL PDZ FP-2,CDK5 inh,RTF Ca sens act
Cc1cc(C(=O)N2CCC(C(N)=O)CC2)c(C)o1,6,-1,1,-1,-5,-1,2,0.6,0.1,-7
CC(C)CC(=O)NC(=S)Nc1ccc(N2CCN(C(=O)c3cccs3)CC2)cc1,11,.,-6,-2,-16,2,1,-1.7,-1.4,-1
CSc1ccccc1C(=O)Nc1cccc(C)c1,0,.,0,6,15,-5,1,-0.7,-3.5,1
COc1ccc(C(=O)O)cc1S(=O)(=O)Nc1ccccc1-c1ccccc1,-4,-2,-2,4,6,-1,0,-1.2,0.0,-4
CC(=O)N[C@H]1[C@H]([C@H](O)[C@H](O)CO)O[C@](O)(C(=O)O)C[C@@H]1O,-4,-4,2,0,5,1,1,-0.1,0.8,-1
Cc1ccc(OCC(=O)N2CCN(S(=O)(=O)c3ccccc3[N+](=O)[O-])CC2)cc1,-6,-1,5,-8,-3,-1,0,-0.6,2.7,4
CC(C)c1ccc2[nH]c3c(c2c1)CCC/C3=N\NC(=O)c1ccncc1,0,.,19,6,.,1,-4,-0.8,-5.7,5
CC(C)(C)c1ccc(C(=O)NNC(=S)NC(=O)c2cccnc2)cc1,1,-3,-12,-1,15,-2,4,-2.2,-0.3,1
Cc1cccc(N(C(=O)c2snc(C(N)=O)c2N)C(C(=O)NC2CCCC2)c2ccc(C)o2)c1 (stereo unspecified),-13,-2,2,-2,1,-1,3,4.0,0.5,-3
Cc1ccc(C(=O)NNC(=O)CCC(=O)Nc2cccc(Cl)c2C)cc1,-1,-10,2,.,-13,1,0,-0.5,2.5,-3
COc1ccc(NC(=O)c2oc3ccccc3c2NC(=O)c2ccco2)c(OC)c1,-8,3,-1,-4,15,1,12,-0.6,1.4,-4
CC(=O)NC(C)(C)C1CC=C(C)/C(=N\O)C1 (stereo unspecified),10,.,-1,-5,-24,-2,7,-0.8,-0.2,-3
CC(OC(=O)c1ccc2ccccc2c1)C(=O)N(C)Cc1ccccc1 (stereo unspecified),3,-3,7,1,11,-5,11,-1.8,0.3,-4
Cc1ccc2c(c1)C(c1ccc([N+](=O)[O-])cc1)=NNC(c1ccc(Br)cc1)=N2,3,0,-1,.,9,2,-1,-0.1,2.7,15
CCN(c1ccccc1)S(=O)(=O)c1cccc(C(=O)O)c1,.,-2,-9,0,7,-8,0,-1.5,-0.7,7
COc1cccc(Nc2nnc(SCc3nc4ccccc4s3)s2)c1,-6,.,-10,19,6,-6,-2,-0.5,-0.3,-7
CC1CCCCN1C(=O)CSc1nnc(-c2cccnc2)o1 (stereo unspecified),0,-3,-4,4,10,-5,3,0.6,0.1,-3
COc1cc(OC)cc(C(=O)NCCSCc2ccc(Cl)cc2)c1,0,1,9,5,.,1,-1,-0.8,0.8,-3
COc1ccc(/C=C2/SC(=S)N(Cc3ccccc3)C2=O)cc1O,8,4,-3,3,40,-8,-3,-0.5,-0.1,2
O=C(Cc1nn[nH]n1)Nc1ccc(F)cc1F,12,.,8,1,.,-3,0,-2.4,0.2,.
O=C(c1ccc(F)cc1F)N1CCCC(c2nc(-c3cccs3)no2)C1 (stereo unspecified),-6,-1,12,-1,2,-3,-2,0.4,-1.4,-6
O=C(O/N=C\c1ccc(N2CCCCC2)c([N+](=O)[O-])c1)c1cccc(Cl)c1,-10,-1,5,.,8,-15,1,-0.9,0.0,3
CCCCSc1nnc([C@@H](NC(=O)OC(C)(C)C)C(C)C)o1,-3,5,0,.,.,-3,-1,1.4,-1.8,4
C#CCN(C(=O)c1ccc(OC2CCN(Cc3ccccn3)CC2)cc1)C1CCCCC1,2,55*,-3,-2,5,-7,-4,1.0,1.0,-1
N#CCC(=O)NCCCc1ccccc1,1,-3,14,-1,2,6,3,0.4,1.5,0

# 4 entries out of the list above, sorted by the number in Wnt act, high to low:
SMILES,Rtt109 Vps75,CAL PDZ FP-1,Tat transport,Wnt act,MITF act,dFosB activator,V-ATPase pHluor,CAL PDZ FP-2,CDK5 inh,RTF Ca sens act
COc1cccc(Nc2nnc(SCc3nc4ccccc4s3)s2)c1,-6,.,-10,19,6,-6,-2,-0.5,-0.3,-7
Cc1cnc(C(=O)N2CCCC(N3CCN(c4cccc(C(F)(F)F)c4)CC3)C2)cn1 (stereo unspecified),2,19,0,1,-16,-8,2,-0.6,0.0,0
CCN(c1ccccc1)S(=O)(=O)c1cccc(C(=O)O)c1,.,-2,-9,0,7,-8,0,-1.5,-0.7,7
CC(C)CC(=O)NC(=S)Nc1ccc(N2CCN(C(=O)c3cccs3)CC2)cc1,11,.,-6,-2,-16,2,1,-1.7,-1.4,-1

# Next section:
SMILES,Rtt109 Vps75,CAL PDZ FP-1,Tat transport,Wnt act,MITF act,dFosB activator,V-ATPase pHluor,CAL PDZ FP-2,CDK5 inh,RTF Ca sens act
O=C1CCC(C(=O)OCC(=O)c2ccccc2)N1 (stereo unspecified),-5,-5,2,-1,-1,-5,-1,-1.1,1.3,4
CCC(c1nnnn1Cc1ccc2c(c1)OCO2)N1CCN(c2ccc(F)cc2)CC1 (stereo unspecified),-5,0,-4,.,3,-8,-4,-2.3,-1.7,0
C=CCSc1nc2c(c(=O)[nH]1)C(C(C)C)C(C#N)=C(N)O2 (stereo unspecified),-1,-1,2,2,6,3,4,-1.3,1.2,-2
CN(C)Cc1c(C(=O)N/N=C/c2ccc(-c3ccccc3)cc2)nnn1-c1nonc1N,13,-2,-3,0,-11,-9,0,-1.5,0.4,-2
CC(C)(C)c1cc(CCC(=O)N2CCC2)cc(C(C)(C)C)c1O,1,-1,0,1,3,-16,1,-1.2,1.9,-1
O=C(O)CCCC(=O)NCc1c(Cl)cccc1Sc1ccc(Cl)cc1,4,.,3,0,.,4,-2,0.0,0.2,1
CCOc1cc(C)c(S(=O)(=O)Nc2ccc(F)cc2)cc1C,-3,-6,10,.,1,-17,2,-1.2,-0.4,-4
CCOC(=O)C1(Cc2ccc(OC)cc2)CCN(C(=O)c2cc(C)nn2C)CC1,4,-8,-3,1,10,1,-1,-1.1,0.2,-1
CNc1nc(SC)nc(N(C)C#N)n1,.,-2,3,-2,5,-4,0,-2.0,-1.9,2
CC1=C(C(=O)OCc2ccccc2)C(c2ccccc2Br)NC(=O)N1 (stereo unspecified),1,.,2,0,-10,-10,-2,-0.9,-0.6,4
CCOc1cc(/C=N/n2c(C)nc3ccccc3c2=O)ccc1O,-9,.,-15,1,3,-5,1,-0.8,1.7,-3
CC(C)=CCSc1nnc(CCNC(=O)OC(C)(C)C)o1,0,1,1,.,.,-2,-1,1.3,-0.1,3
CCN(CC)c1ccc(/C=N/NC(=O)CNC(=O)C2COc3ccccc3O2)c(O)c1 (stereo unspecified),-10,-3,-2,0,-52,-15,0,-0.5,0.8,-1
CCOC(=O)c1c(C)[nH]c(C(=O)OCC(=O)Nc2ccc(OCC)cc2)c1C,3,.,2,.,-5,3,10,-0.4,-0.6,2
C1CCC2(CC1)OCC1(CO2)COC2(CCCCC2)OC1,1,.,-12,.,-1,-5,-3,-2.1,1.9,0
N#Cc1c(Cn2cncn2)nc(=O)n(-c2ccc(Cl)cc2)c1N,2,-4,2,-2,-2,2,-5,0.6,2.8,0

# Assay outcomes: PubChem, several laboratories
